From PubChem BioAssay
PKA-R1A activ: activators of PKA-R1A holoenzyme, primary screen, biochemical, fluorescence polarization, Cy5-IP20, bovine R1A, mouse PKAc | 0.083% of 340,000 active | PKA-R1A dissociation; scaled: DMSO 0%, 113 µM cGMP 100% | AID 504707, 2011 | activation, % at 11.4 µM;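 active means percent activation above the mean of all tested compounds plus 3 SD, cut at about 19% in these data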;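 further: higher means more PKAc released from R1A so a rise in polarization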
HTR5A inv ag: HTR5A inverse agonists in luminescence cell assay, primary screen, counter-screen for OPRM1-OPRD1 heterodimer inverse agonist project, full-deck HTS; HTR5A cell line, inverse agonism; inhibition, % at 9.3 µM; 0.083% of 340,000 active; in the data active means inhibition mostly above about 23%, no sharp cut-off; inactive means mostly below about 18%;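 further: 0% = cells with DMSO and 100% = no-cell wells with DMSO; some compounds called inactive have numbers as strong as hits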
Arr AP2 block: inhibitors of beta-arrestin/AP2 binding, primary screen, biochemical, GPCR trafficking, flow cytometry; beta-arrestin 1 C-terminal peptide binding to AP2 beta2-adaptin appendage (human); FITC-arrestin peptide / GST-AP2 beads; AP2 beta2 appendage carries R879A mutation; inhibition, % at 10 µM; 0.31% of 340,000 active; AID 504490, 2011;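 active means inhibition above a set limit, near 3 SD of compounds lacking own fluorescence, cut at about 54% in these data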;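 further: plate controls were DMSO wells for no effect and 5 µM unlabelled arrestin peptide for full effect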
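System: GST-AP2 R879A glutathione beads | Also added: FITC-arrestin peptide, 50 nM | Times: 12 min plus 1 h, RT | Signal: Bead flow cytometry, FITC channel | Buffer or medium: PBS with 0.05% Tween 20 and 0.1% BSA | Read-out basis: Percent drop in bead-associated FITC signal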
V-ATPase pH: regulators of yeast V-ATPase proton pumping, primary screen, pHLuorin cytosolic pH fluorescence; response, % at 10 µM; S. cerevisiae; 0.37% of 350,000 active; in the data active means response mostly above about 7.3%, no sharp cut-off; inactive means mostly below about 5.4%; further: actives read high; inactives centre near 0; some compounds called inactive have numbers as strong as hits; reference of the scale not given here
DAGLB inh: DAGLB lipase inhibitors, primary screen, biochemical, fluorescence, HTS; HEK293T DAGLB membrane lysate, EnzChek fluorogenic substrate; inhibition, % at 5.17 µM; 0.059% of 340,000 active; in the data active means inhibition above about 34%;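 further: 0% = enzyme with vehicle and 100% = wells lacking enzyme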
MOR-DOR ag: agonists of OPRM1-OPRD1 heterodimerization, primary screen, cell-based, luminescence. Mu-type opioid receptor (Homo sapiens) + Delta-type opioid receptor (Homo sapiens), …. cells. activation, % at 9.3 µM. 0.3% of 340,000 active. AID 504326, 2011; in the data active means activation above about 18%;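 further: 0% = vehicle-treated cells and 100% = reference agonist; values of inactives mirror those of a sister screen read the other way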
Target sequence (P35372 whole entry, looked up): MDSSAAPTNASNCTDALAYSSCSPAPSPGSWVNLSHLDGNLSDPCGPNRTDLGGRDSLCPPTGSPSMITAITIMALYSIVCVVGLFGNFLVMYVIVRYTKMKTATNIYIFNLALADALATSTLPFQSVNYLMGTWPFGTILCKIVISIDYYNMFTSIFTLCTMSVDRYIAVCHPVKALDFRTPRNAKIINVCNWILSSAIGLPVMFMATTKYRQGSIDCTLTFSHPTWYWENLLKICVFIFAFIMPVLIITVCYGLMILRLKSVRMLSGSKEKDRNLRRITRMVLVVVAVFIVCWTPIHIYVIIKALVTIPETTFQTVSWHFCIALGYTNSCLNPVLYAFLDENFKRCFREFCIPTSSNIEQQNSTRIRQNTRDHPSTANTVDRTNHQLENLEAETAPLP
Target sequence (P41143 whole entry, looked up): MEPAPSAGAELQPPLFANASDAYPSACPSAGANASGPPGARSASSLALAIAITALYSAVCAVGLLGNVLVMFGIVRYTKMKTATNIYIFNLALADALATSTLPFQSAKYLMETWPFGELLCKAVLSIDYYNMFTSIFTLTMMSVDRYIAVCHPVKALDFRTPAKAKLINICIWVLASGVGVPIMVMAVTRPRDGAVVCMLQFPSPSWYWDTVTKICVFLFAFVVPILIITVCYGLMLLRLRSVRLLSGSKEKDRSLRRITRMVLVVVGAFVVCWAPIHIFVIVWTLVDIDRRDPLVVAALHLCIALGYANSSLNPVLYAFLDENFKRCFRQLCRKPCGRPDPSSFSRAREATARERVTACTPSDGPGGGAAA
PKA-R2B act: activators of PKA-R2B holoenzyme, primary screen, biochemical, fluorescence polarization, Cy5-IP20, human; cAMP-dependent protein kinase catalytic subunit beta (Homo sapiens) + cAMP-dependent …; PKA-R2B holoenzyme dissociation; R2B truncated from residue 108, S112A mutant; 0% DMSO only, 100% 113 µM cGMP; activation, % at 11.4 µM; 0.079% of 340,000 active;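 active means activation above a cutoff set at the mean over all compounds plus 3 SD, cut at about 18% in these data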;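 further: higher means more holoenzyme dissociation and a rise in polarization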
DSG3 Ab inh: inhibitors of pemphigus antibody binding to DSG3, primary screen, biochemical, bead-based, flow cytometry, scFv-GFP; Desmoglein-3 (Homo sapiens), P32926; DSG3-coupled beads, scFv-anti-DSG3-GFP binding; stronger effect = lower value; binding (percent of control), % at 10 µM; 0.48% of 310,000 active; AID 588358, 2011;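 active means binding more than 3 SD below its plate's average and above zero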;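 further: hits lower antibody fragment binding to DSG3; some compounds called inactive have numbers as strong as hits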
HTR5A ag: HTR5A agonists in luminescence cell assay, primary screen, counter-screen for OPRM1-OPRD1 heterodimer agonist project, full-deck HTS; activation, % at 9.3 µM; 5-hydroxytryptamine receptor 5A (Homo sapiens), P47898; 0.61% of 340,000 active; cell-based; AID 504692, 2011; in the data active means activation mostly above about 9.5%, no sharp cut-off; inactive means mostly below about 7.6%;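 further: 0% = cells with vehicle only and 100% = reference agonist; strong numbers were not always called active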
OPRM1-OPRD1 inv: inverse agonists of MOR-DOR heterodimerization, primary screen, cell-based, luminescence. Mu-type opioid receptor (Homo sapiens) + Delta-type opioid receptor (Homo sapiens), …. cell-based MOR-DOR heterodimer luminescence, inverse agonism. inhibition, % at 9.3 µM. 0.21% of 340,000 active; in the data active means inhibition above about 22%, passing the limit was not always enough;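 further: 0% = cells with DMSO and 100% = wells without cells with DMSO; values of inactives mirror those of a sister screen read the other way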
* hit, by the source's call; / = no result given.

SMILES	PKA-R1A activ	HTR5A inv ag	Arr AP2 block	V-ATPase pH	DAGLB inh	MOR-DOR ag	PKA-R2B act	DSG3 Ab inh	HTR5A ag	OPRM1-OPRD1 inv
O=C(CSc1nnc2ccc(-c3ccco3)nn12)Nc1ccccc1F	-3.4	2.0	49.7	1.9	11.1	1.6	-6.5	99.7	1.4	-10.7
CC(C)c1ccc(CCNC(=O)c2cccc(S(=O)(=O)N3CCN(C)CC3)c2)cc1	0.2	-6.1	2.6	-1.2	-0.9	-1.2	4.4	/	2.3	6.7
CCN(CC)c1ccc(/C=N/NC(=O)CCC(=O)NCc2ccccc2)c(O)c1	1.6	-8.9	5.3	-2.7	4.0	0.5	-11.2	108.7	5.5	-2.6
Cc1ccc2nc(-c3ccc(NS(=O)(=O)c4ccc(F)c(F)c4)cc3)sc2c1	-0.2	3.0	20.6	-2.6	1.0	2.1	-8.6	/	3.6	-11.1
CN(Cc1ccccc1)C(=O)CCC1CCN(C(=O)CC2=CCCCC2)CC1	-3.4	-13.0	35.9	2.3	2.1	-2.5	8.2	106.1	3.5	12.6
CC1CCN(c2ccc([N+](=O)[O-])cc2C(=O)O)CC1	-5.5	6.0	2.6	2.5	1.0	-1.0	-3.5	99.8	-1.8	5.9
C[N+]1(CC(O)c2ccccc2)CCCCCC1 (configuration not stated)	-6.4	19.6	1.0	-0.9	1.7	0.5	-3.2	147.4	-5.2	-2.6
Cc1nc2cc(CO)ccc2s1	-12.7	5.5	-2.3	-5.5	-0.8	-2.1	-3.1	99.6	-2.0	11.6
CCN1CCCc2cc(CN(CCN3CCOCC3)C(=S)Nc3cccc(Cl)c3)ccc21	-15.1	4.7	4.6	1.2	0.5	-0.3	-6.5	86.0	-1.7	1.4
Cc1cccc(C)c1NC(=O)CN(C)CC(=O)N1CC(=O)Nc2ccccc21	3.8	-12.6	-14.0	-1.5	1.6	-2.0	8.7	95.4	3.2	10.0
COc1cc(NC(=O)COC(=O)CSc2ccc3ccccc3c2)c(C)cc1[N+](=O)[O-]	-0.5	15.3	-3.4	13.2	-6.2	-2.1	-6.0	102.2	-0.7	9.5
Cc1ccc(NC(=O)CCCc2ccccc2)c([N+](=O)[O-])c1	-4.1	7.7	-1.4	1.9	-20.2	1.3	-3.5	108.1	1.7	-7.1
CCOC(=O)c1sc(NC(=O)COc2ncnc3ccccc23)c(C(=O)OCC)c1C	-5.0	-14.7	-0.8	-1.6	-2.4	-0.3	3.8	87.1	-1.8	1.7
CCCC(=O)NCc1cc(-c2nn(C)c(=O)c3ccccc23)ccc1C	-10.2	-12.5	0.5	-2.0	0.7	-0.8	4.6	/	8.5	5.0
CC(C)CCCN1C(Nc2ccccc2)=NC[C@@H]1CC(C)C	-13.2	-4.0	-9.9	0.7	3.2	-0.7	-0.5	99.9	5.1	3.4
Cc1ccc(C(=O)OCC(=O)N(CC(C)C)c2c(N)n(Cc3ccccc3)c(=O)[nH]c2=O)s1	-2.8	8.5	-13.4	0.1	-1.2	-1.3	-8.9	/	-1.1	7.0
O=C(COn1nnc2ccc(S(=O)(=O)N3CCOCC3)cc21)NCCc1ccccc1	1.4	5.7	-17.8	-4.1	1.4	0.3	-5.4	124.1	-2.3	-1.6
COc1ccc2c(C)c(CCC(=O)NC3CC3)c(=O)oc2c1	1.3	6.7	-0.1	-2.3	-2.0	-0.7	-1.6	99.7	5.5	3.8
COc1ccc(/C=C(\NC(=O)c2ccccc2)C(=O)NCC2CCCO2)cc1 (configuration not stated)	-17.7	2.9	5.0	-0.8	0.0	2.8	-6.2	112.7	-1.0	-22.8
O=C(c1cccc(NS(=O)(=O)c2ccccc2)c1)N1CCCCC1	8.4	-2.4	39.0	3.7	1.2	-0.9	6.7	105.2	0.9	5.7
Cc1ccc(C(=O)N2CCN(c3ccc(N4CCOCC4)nn3)CC2)cc1C	-6.3	-30.3	19.9	-3.4	-4.8	-0.7	3.1	94.5	11.0	4.5
CC1(C)O[C@@H](CC(=O)O)[C@]23CO[C@H](C(=O)[C@]4(C)C2CC[C@@]2(C)[C@H](c5ccoc5)OC(=O)C5O[C@]524)[C@@H]13 (some centres not stated)	-3.8	-32.8	-2.8	-3.8	0.2	-1.8	2.1	100.5	11.2	10.5
O=C(N/N=C/c1ccc(OC(=O)c2ccc(Br)cc2)cc1)c1ccncc1	-12.8	6.0	24.3	-1.2	-0.7	0.7	-3.2	/	-2.2	-5.5
COC(=O)C1CC(c2ccc(Cl)cc2)=NO1 (configuration not stated)	-0.1	7.1	-10.3	-3.1	0.5	-2.4	4.1	91.9	1.2	11.2
CCOC(=O)CC(=O)CSc1nc2ccc(OC)cc2cc1C	-3.4	5.5	18.2	0.2	-6.2	-0.9	-10.9	97.6	-2.1	5.1

Molecules shown so far with a COOH group:
SMILES	PKA-R1A activ	HTR5A inv ag	Arr AP2 block	V-ATPase pH	DAGLB inh	MOR-DOR ag	PKA-R2B act	DSG3 Ab inh	HTR5A ag	OPRM1-OPRD1 inv
CC1CCN(c2ccc([N+](=O)[O-])cc2C(=O)O)CC1	-5.5	6.0	2.6	2.5	1.0	-1.0	-3.5	99.8	-1.8	5.9
CC1(C)O[C@@H](CC(=O)O)[C@]23CO[C@H](C(=O)[C@]4(C)C2CC[C@@]2(C)[C@H](c5ccoc5)OC(=O)C5O[C@]524)[C@@H]13 (some centres not stated)	-3.8	-32.8	-2.8	-3.8	0.2	-1.8	2.1	100.5	11.2	10.5

(next part)
SMILES	PKA-R1A activ	HTR5A inv ag	Arr AP2 block	V-ATPase pH	DAGLB inh	MOR-DOR ag	PKA-R2B act	DSG3 Ab inh	HTR5A ag	OPRM1-OPRD1 inv
COc1ccccc1CNC(=O)C1CCC(=O)N(CCCc2ccccc2)C1 (configuration not stated)	-13.8	-3.7	9.7	2.8	-2.4	-1.6	2.3	104.2	-2.0	8.1
CCCCSc1nc2c([nH]1)c(=S)n(C)c(=O)n2C	-9.3	-7.7	-1.6	-2.1	0.5	-2.5	-4.5	/	2.0	12.3
CCOc1ccc(NC(=O)CN(C)C(=O)c2cc(C3CC3)nn2-c2ccccc2)cc1OCC	-16.2	2.4	-4.2	-3.5	0.9	-0.7	-3.1	100.8	-0.8	4.5
COc1ccc(-c2nc(SCC(=O)Nc3c(F)cccc3F)n[nH]2)cc1	-5.8	-3.8	18.3	-2.5	-3.7	0.4	-15.8	104.4	0.5	-2.8
[O-]/[N+](=C\c1ccccc1)c1ccc(Br)cc1	-3.0	-19.6	3.2	1.1	-0.9	-2.3	-14.2	101.9	7.3	13.5
CCn1cc(/C=C/C(=O)Nc2c(C)nn(Cc3ccccc3C)c2C)cn1	-4.1	25.3	5.4	9.2	0.8	0.1	0.9	/	0.8	-0.8
O=C(COc1ccccc1)N/N=C/c1ccc([N+](=O)[O-])o1	-3.6	-11.7	-22.1	4.4	5.1	7.3	-4.3	94.8	-3.3	-46.0
COc1cc(C2C3=C(CCCC3=O)Nc3ccc4ncccc4c32)ccc1O (configuration not stated)	-11.5	-0.5	34.2	0.4	2.5	0.9	-6.2	71.2	0.2	-5.1
O=C(NC1CC1)c1ccc(CS(=O)(=O)c2c(Cl)cccc2Cl)o1	-7.4	-2.5	3.1	0.0	1.0	-2.7	0.3	105.0	0.9	14.0
CCOC(=O)c1ccc(N/C=C/C(=O)c2ccc(OC)c(OC)c2)cc1	2.2	-15.0	-2.6	-6.9	-3.2	-0.4	-15.6	93.4	-1.1	2.0
COC(=O)c1cc(Br)ccc1N(Cc1cc(OC)cc(OC)c1)S(C)(=O)=O	0.0	-2.4	6.5	2.9	-4.8	-1.5	-1.4	110.8	-1.4	8.3
COc1ccc(NC(=O)CN2CCN(c3c(C)cccc3C)CC2)cc1	-5.0	-8.1	13.9	0.3	-19.0	3.2	-5.8	90.2	2.2	-14.7
Nc1nc(Cl)cc(Nc2ccccc2Cl)n1	-7.2	14.4	7.3	-1.8	-0.1	-0.8	-4.4	98.3	-3.9	4.0
O=C(CSc1ncnc2nc[nH]c12)c1ccccc1	-12.8	-5.4	30.5	-7.3	-0.4	-1.1	-9.8	91.7	1.8	6.5
Cc1c(-n2c(SCC(=O)C(C)(C)C)nc3ccccc3c2=O)c(=O)n(-c2ccccc2)n1C	-11.8	-6.2	11.6	-5.2	-0.7	2.3	3.1	120.8	2.2	-11.3
O=C(CNC(=O)c1cc2c(s1)CCC2)Nc1ccccc1Br	-10.2	-2.8	0.1	-2.5	-0.6	-1.8	-5.2	92.9	7.0	9.0
Cc1cccc(C(=O)OCC(=O)Nc2ccc3c(c2)OCCO3)c1	2.5	0.8	-3.9	-7.0	-4.6	-1.4	-5.1	/	-0.3	6.0
CC1=C(C(=O)Nc2ccc(F)cc2)C(c2ccc(C)o2)C2=C(CC(C)(C)CC2=O)N1 (configuration not stated)	-4.8	-19.1	28.1	-2.6	-2.2	-2.0	-8.9	100.0	-2.8	11.9

Compound profiles (already shown). Screens in order: PKA-R1A activ, HTR5A inv ag, Arr AP2 block, V-ATPase pH, DAGLB inh, MOR-DOR ag, PKA-R2B act, DSG3 Ab inh, HTR5A ag, OPRM1-OPRD1 inv
CCOc1ccc(NC(=O)CN(C)C(=O)c2cc(C3CC3)nn2-c2ccccc2)cc1OCC reads -16.2, 2.4, -4.2, -3.5, 0.9, -0.7, -3.1, 100.8, -0.8, 4.5
COc1ccc(-c2nc(SCC(=O)Nc3c(F)cccc3F)n[nH]2)cc1 reads -5.8, -3.8, 18.3, -2.5, -3.7, 0.4, -15.8, 104.4, 0.5, -2.8
